Jurkat tox 60K: cytotoxicity toward Jurkat T cells, primary screen, cytotoxicity control, cell-based, Jurkat E6.1, 60K MLSMR library; Jurkat E6.1 viability, ATP luminescence, 48 h; inhibition, % at 4 µM; actives 1.2% (n = 56,000);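 active = inhibition above the mean inhibition of all tested compounds plus 3 SD, cut at about 28% in these data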
JNK3 blocker: JNK3 kinase activity inhibitors, primary screen, biochemical, human, purified enzyme | inhibition, % at 8 µM | Mitogen-activated protein kinase 10 (Homo sapiens), P53779 | HTS | actives 0.61% (n = 60,000); in the data active = inhibition above about 17%;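 also: 0% = DMSO and 100% = reference inhibitor; many of its hits are not listed in these tables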
DUSP1 inh: MKP-1 phosphatase inhibitors, primary screen, biochemical, in vitro | Dual specificity protein phosphatase 1 (Homo sapiens), P28562 | recombinant MKP-1, OMFP hydrolysis fluorescence | inhibition, %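 (compounds tested at a single concentration somewhere between 10 and 100 µM)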 | actives 0.15% (n = 65,000);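 active = inhibition above about 50%, limit read from the data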;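 also: 0% = DMSO max control wells and 100% = wells with enzyme stopped by NaOH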
Target sequence (P28562 whole entry, looked up): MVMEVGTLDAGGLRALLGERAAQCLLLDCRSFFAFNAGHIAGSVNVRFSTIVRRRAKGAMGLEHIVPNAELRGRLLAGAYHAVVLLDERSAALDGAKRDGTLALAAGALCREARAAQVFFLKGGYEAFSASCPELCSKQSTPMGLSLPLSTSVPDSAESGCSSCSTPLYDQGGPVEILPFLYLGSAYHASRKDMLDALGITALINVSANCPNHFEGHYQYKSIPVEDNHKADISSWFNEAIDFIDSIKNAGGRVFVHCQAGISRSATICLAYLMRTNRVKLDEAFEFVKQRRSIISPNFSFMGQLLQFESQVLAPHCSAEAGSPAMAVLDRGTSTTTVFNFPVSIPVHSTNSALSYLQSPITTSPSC
PKA inh: inhibitors of human PKA kinase activity, primary screen, biochemical, ATP-depletion luminescence, Kemptide substrate; PKA Kemptide phosphorylation, Kinase-Glo ATP luminescence; inhibition, % at 6 µM; actives 0.1% (n = 65,000); AID 524, 2006;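 active = inhibition above the screen-wide mean inhibition plus 3 SD, cut at about 21% in these data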; also: many of its hits are not listed in these tables
MMP-13 inhibitor: human MMP13 inhibitors, primary screen, biochemical, FRET peptide cleavage. actives 0.07% (n = 65,000). Collagenase 3 (Homo sapiens), P45452. MMP-13 fTHP FRET cleavage, Mca fluorescence. inhibition, % at 4 µM. AID 570, 2006;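 active = inhibition above the mean of compound-free control plate wells plus 3 SD, cut at about 14% in these data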;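 also: 0% = DMSO wells and 100% = wells with reference MMP-13 inhibitor after basal subtraction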
HEK293 NFkB inh: inhibitors of PMA/ionomycin-induced NF-kB reporter, primary screen, antigen receptor NF-kB inhibitor project, cell-based, HEK-293 luciferase reporter, luminescence. HEK-293 NF-kB luciferase reporter. inhibition, % at 3 µM. actives 0.21% (n = 62,000);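 active = inhibition above the mean of all tested compounds plus 3 SD, cut at about 40% in these data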;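 also: 0% = stimulated DMSO wells and 100% = 10 µM reference inhibitor 5653914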
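System – HEK-293 cells with stable firefly luciferase reporter driven by four HIV NF-kB elements · Doses – one dose, 3 µM · Schedule – 1 h compound pre-incubation, 16 h PMA/ionomycin at 37 °C · Technique – luminescence from luciferase substrate reagent · Measure – percent inhibition normalized per plate to DMSO and reference-inhibitor controls · Replicates – tested once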
Cdc25B inh: inhibitors of Cdc25B phosphatase catalytic domain, primary screen, biochemical, OMFP fluorescence; M-phase inducer phosphatase 2 (Homo sapiens), P30305; recombinant Cdc25B, OMFP fluorescence Ex485/Em525; inhibition, %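 (compounds tested at 10 µM final in the well)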; actives 0.1% (n = 65,000); AID 368, 2006; in the data active = inhibition above about 50%
Target sequence (P30305 whole entry, looked up, the tested form may be a part): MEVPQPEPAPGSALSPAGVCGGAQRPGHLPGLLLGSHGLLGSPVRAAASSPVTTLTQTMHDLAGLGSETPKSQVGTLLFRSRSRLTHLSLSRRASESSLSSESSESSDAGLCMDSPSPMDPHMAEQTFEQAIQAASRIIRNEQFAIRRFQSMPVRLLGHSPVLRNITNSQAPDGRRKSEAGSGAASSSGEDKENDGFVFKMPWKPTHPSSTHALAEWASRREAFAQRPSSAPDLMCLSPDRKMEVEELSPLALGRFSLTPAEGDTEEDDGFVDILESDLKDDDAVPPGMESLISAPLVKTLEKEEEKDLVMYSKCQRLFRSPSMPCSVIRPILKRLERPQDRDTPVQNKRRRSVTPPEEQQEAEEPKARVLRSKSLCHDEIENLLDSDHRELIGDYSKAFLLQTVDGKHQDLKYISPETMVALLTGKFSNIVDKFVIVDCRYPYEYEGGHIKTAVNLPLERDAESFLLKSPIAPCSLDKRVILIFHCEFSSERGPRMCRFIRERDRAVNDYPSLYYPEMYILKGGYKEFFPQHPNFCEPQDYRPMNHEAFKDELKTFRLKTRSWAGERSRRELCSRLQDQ
ROCK2 blocker: inhibitors of human ROCK2 kinase, primary screen, biochemical, high-throughput, luminescence; purified ROCK2, Kinase-Glo ATP depletion luminescence; inhibition, % at 6 µM; actives 0.35% (n = 60,000); AID 604, 2007;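 active = inhibition above the screen-wide mean inhibition plus 3 SD, cut at about 18% in these data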;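 also: plate controls were DMSO wells for no effect and Y-27632 control wells after no-enzyme background subtraction for full effect; many of its hits are not listed in these tables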
TNAP act mid DEA: human TNAP enzyme activators, primary screen, biochemical, luminescent, intermediate phosphate acceptor level. activation factor at 20 µM. purified TNAP, CDP-star luminescence, 100 mM DEA, 30 min; stronger effect = higher value; scale: 0 levamisole-inhibited, 1 vehicle-only enzyme. Alkaline phosphatase, tissue-nonspecific isozyme (Homo sapiens), P05186. 64,000 tested, under 10 active. AID 813, 2007;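 active = activation factor of at least 2 at 20 µM, relative to controls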
* hit, by the source's call; . = no result given; & = joins results of further samples; [ ] = another dose, or the depositor's remark. The order is random, and some 1.9% of all compounds hit somewhere here.

Compound	Jurkat tox 60K	HEK293 NFkB inh	Cdc25B inh	ROCK2 blocker	JNK3 blocker	TNAP act mid DEA	MMP-13 inhibitor	PKA inh	DUSP1 inh
COc1ccc2[nH]c(=S)[nH]c2c1	-4	0	-2	6	0	1	5	1	-12
CCOc1cccc(-c2cc(=O)[nH][nH]2)c1	2	6	1	0	-11	1	1	7	10
CCOC(=O)C1CCN(C(=O)c2ccc(OC)cc2OC)CC1	-6	11	-3	4	4	1	-6	3	-3
C=CCNC(=O)c1cc(=O)c2ccccc2o1	-10	4	-1	4	7	0.9	2	12	22
CC1(C)OC(C(=O)NC2CCCCC2)C(C(=O)NC2CCCCC2)O1 (configuration not stated)	-2	-8	-5	-2	3	0.9	4	-4	5
CSc1nc2sc3c(c2c(=O)n1C)CCC(C)C3 (configuration not stated)	-6	1	-11	6	4	1	-2	4	10
O=C(CSc1c2c(nc3ccc(Cl)cc13)CCCC2)N1CCN(C(=O)c2ccco2)CC1	32	2	22	0	8	0.9	3	2	32
CC(=O)C(C)Oc1ccc2c3c(c(=O)oc2c1C)CCCC3 (configuration not stated)	-2	-8	3	4	-2	0.9	-74[fluorescence artefact?]	8	14

(continued)
Compound	Jurkat tox 60K	HEK293 NFkB inh	Cdc25B inh	ROCK2 blocker	JNK3 blocker	TNAP act mid DEA	MMP-13 inhibitor	PKA inh	DUSP1 inh
COC(=O)c1[nH]c(C)c(/C(O)=C2\C(=O)C(=O)N(CCN3CCOCC3)C2c2cccs2)c1C (configuration not stated)	-1	7	3	0	11	0.9	0	-1	1
N#CCCSc1nc(N2CCOCC2)c2c(c1C#N)CCCC2	.	.	-24	0	-1	0.9	1	2	-8
COc1ccccc1Oc1ccc2c(c1)C(=O)N(c1cccc(O)c1)C2=O	10	14	-9	0	-1	0.9	2	-3	23
Cc1ccc(C)c(NC2=NC3(CCCCC3)N=C(N)N2)c1	2	1	-11&-3	8	-5	.	-3	7	2&-2
COc1ccccc1N(CC(=O)NCc1cccnc1)S(C)(=O)=O	-4	13	-9	4	-1	1	4	8	-4
CN(Cc1nnc(SCC(=O)NCCc2ccccc2)n1C)S(=O)(=O)c1ccccc1	9	15	-6	5	-4	0.9	2	4	0
CCOC(=O)c1nnn(CC(=O)Nc2cccc(OC)c2)c1C(=O)OCC	.	2	1	.	.	0.9	8	1	-3
Cc1ccc2c(c1)c1c3n2CCN=C3CCC1	.	11	-23	.	.	0.9	-7	0	8

Single records, from the list above.
Entry for `CCOC(=O)c1nnn(CC(=O)Nc2cccc(OC)c2)c1C(=O)OCC` = Jurkat tox 60K: .; HEK293 NFkB inh: 2; Cdc25B inh: 1; ROCK2 blocker: .; JNK3 blocker: .; TNAP act mid DEA: 0.9; MMP-13 inhibitor: 8; PKA inh: 1; DUSP1 inh: -3
Entry for `COC(=O)c1[nH]c(C)c(/C(O)=C2\C(=O)C(=O)N(CCN3CCOCC3)C2c2cccs2)c1C` (configuration not stated) = Jurkat tox 60K: -1; HEK293 NFkB inh: 7; Cdc25B inh: 3; ROCK2 blocker: 0; JNK3 blocker: 11; TNAP act mid DEA: 0.9; MMP-13 inhibitor: 0; PKA inh: -1; DUSP1 inh: 1

(more compounds)
Compound	Jurkat tox 60K	HEK293 NFkB inh	Cdc25B inh	ROCK2 blocker	JNK3 blocker	TNAP act mid DEA	MMP-13 inhibitor	PKA inh	DUSP1 inh
C#CCSC1=C(C#N)C(c2cccs2)C(C(=O)OCC)=C(C)N1 (configuration not stated)	.	.	-23	7	-6	0.8	0	6	-23
O=C(Nc1cnn(Cc2ccccc2)c1)c1nc2ncccn2n1	10	7	-18	0	-4	0.8	0	-1	-18
Cc1nc2sc(C(c3cccc(F)c3)N3CC(C)OC(C)C3)c(O)n2n1 (configuration not stated)	-11	12	10	7	5	1	0	13	0
O=C1CC(N2CCN(c3cccc(C(F)(F)F)c3)CC2)C(=O)N1c1ccccc1 (configuration not stated)	3	17	-7	1	-3	0.9	6	3	0
O=C(C1CC1)N1CCc2cc(S(=O)(=O)NCC3COc4ccccc4O3)ccc21 (configuration not stated)	-6	-12	12	5	-3	0.9	0	8	9
Cc1sc(NC(=O)CN2CCN(c3ccccn3)CC2)c(C#N)c1C	-8	-2	0	3	3	0.9	8	7	25
O=C(NCCO)C(c1ccccc1)c1ccccc1	-1	10	-4	2	8	0.9	6	7	3
Cc1cc(NC(=O)CCCC(=O)NCc2cccs2)no1	-2	1	-4	5	4	0.9	0	7	-11

Following part.
Compound	Jurkat tox 60K	HEK293 NFkB inh	Cdc25B inh	ROCK2 blocker	JNK3 blocker	TNAP act mid DEA	MMP-13 inhibitor	PKA inh	DUSP1 inh
CC(C)CN(C(=O)COC(=O)C12CC3CC(CC(O)(C3)C1)C2)C1CCS(=O)(=O)C1 (configuration not stated)	-5	-1	-8	6	-11	0.9	7	11	10
CS(=O)(=O)NCCSCc1ccccc1	7	12	-9	2	0	0.9	1	-3	-8
Cc1cccc(N(CC(=O)Nc2c(C)n(C)n(-c3ccccc3)c2=O)S(C)(=O)=O)c1	.	8	-7	.	.	0.9	-4	0	5
CSC1=NCCN1C(=O)c1ccc(S(=O)(=O)N(C)C)cc1	2	1	-7	3	-2	0.9	0	-5	-8
CCOC(=O)N1CCN(C(=O)CCc2nc3sc4c(c3c(=O)[nH]2)CCCC4)CC1	.	10	-16	.	.	0.9	0	0	-1
O=C(CN1C(=O)C2C3c4ccccc4C(c4ccccc43)C2C1=O)N1CCOCC1 (configuration not stated)	0	9	-13	-3	-1	1	0	-2	22
Cc1nc2nc(C)c(CCC(=O)NCCC3=CCCCC3)c(C)n2n1	-8	18	-2	8	-2	0.9	3	12	19
Cc1cc(=O)n(-c2ccc(O)cc2)[nH]1	7	18	-8	-7	-1	1	3	9	23

(next part)
Compound	Jurkat tox 60K	HEK293 NFkB inh	Cdc25B inh	ROCK2 blocker	JNK3 blocker	TNAP act mid DEA	MMP-13 inhibitor	PKA inh	DUSP1 inh
COc1ccc(Cl)cc1-c1nc(-c2ccncc2)no1	.	2	7	.	.	0.9	2	-4	11
O=C(c1cccc(F)c1)N1CCN(S(=O)(=O)c2ccc(C(F)(F)F)cc2)CC1	-5	3	-10	3	3	0.9	-2	8	5
Cc1cc(NC(=O)c2noc3c2CCCCC3)no1	-1	4	0	1	-3	0.9	0	6	10
CCOC(=O)C(NS(=O)(=O)c1ccc(Br)cc1)C(C)C (configuration not stated)	.	6	-23	.	.	1	0	4	6
CCc1nnc(NC(=O)CCC(=O)N2CCN(Cc3ccc(Cl)cc3)CC2)s1	17	9	-1	-1	3	1	-1	0	-2
N#Cc1nc(-c2ccccc2F)oc1NCc1ccccc1	0	11	-7	2	-5	0.8	-212[fluorescence artefact?]	-1	14
CCOC(=O)c1c(NC(=O)CN(CC)CC)sc2c1CCN(C(=O)OCC)C2	-2	16	-15	3	3	1.1	-1	5	5
CC1CCCC(NC(=O)COC(=O)Cc2cn3ccsc3n2)C1C (configuration not stated)	10	14	-16	5	6	0.9	-2	6	13

Other results.
Compound	Jurkat tox 60K	HEK293 NFkB inh	Cdc25B inh	ROCK2 blocker	JNK3 blocker	TNAP act mid DEA	MMP-13 inhibitor	PKA inh	DUSP1 inh
O=C(c1nn(Cc2ccccc2)c(=O)c2ccccc12)N1CCN(c2ccccn2)CC1	-4	5	-20	4	-3	0.9	5	11	4
CCOC(=O)COc1ccc2c3c(c(=O)oc2c1C)CCC3	-2	-1	-7	1	-1	1	-34	8	-9
COc1ccc(-c2nc(NC(=O)C3CCN(c4nc5ccccc5o4)CC3)sc2C)cc1	18	18	-1	5	1	1	2	11	-1
O=C(Nc1nccs1)c1ccc(Cl)c(S(=O)(=O)N2CCOCC2)c1	7	23	26	-4	9	0.9	-1	-6	13
CC1(C)Cc2c(sc3nc(-c4cc5ccccc5o4)n(N)c(=O)c23)CO1	1	-20	0	4	-4	1	-1	-4	31
CN(C)c1ccc(NC(=O)Cn2c(=O)n(Cc3ccccc3)c(=O)c3ccccc32)cc1	.	9	-1	.	.	0.9	5	-4	17
Cn1c(COc2ccccc2)nnc1SCCSc1nnc(COc2ccccc2)n1C	.	12	-17	.	.	0.9	1	9	-13
O=C1CN(C(=O)c2ccco2)C(c2ccccc2)c2cc(Cl)ccc2N1 (configuration not stated)	-7	22	1	-2	-5	0.9	-1	1	-10

The results go on.
Compound	Jurkat tox 60K	HEK293 NFkB inh	Cdc25B inh	ROCK2 blocker	JNK3 blocker	TNAP act mid DEA	MMP-13 inhibitor	PKA inh	DUSP1 inh
CCOC(=O)N1CCC(N2Cc3cccc(C(=O)NCc4ccccc4OC)c3C2=O)CC1	-2	9	-12	4	0	0.9	-1	11	32
CC(C)OC(=O)CSc1nnc2n1C(C)(C)Cc1ccccc1-2	-6	3	0	-4	4	0.8	2	1	-15
COCCn1c(-c2cc(OC)c(OC)c(OC)c2)nc2nc3ccccc3nc21	1	6	4	8	4	0.9	0	9	-15
Cc1[nH]n2c(=O)cc(Cc3ccccc3)nc2c1C#N	-2	27	-7	4	-1	0.9	-5	11	5
COc1cccc(CN=CC2=C(O)CC(C)(C)CC2=O)c1OC	6	14	2	4	-6	1	4	9	16
CCn1c(Cc2ccccc2)nnc1SCC(=O)Nc1ccc(N2CCOCC2)c(Cl)c1	0	17	-12	12	4	0.9	1	4	7
O=C(Nc1cccc(C(F)(F)F)c1)c1cnc2n(c1=O)CCS2	7	-9	-14	-5	-2	0.9	4	-1	6
CCOC(=O)c1c(O)c2c(n(Cc3ccco3)c1=O)CCCC2	.	6	-2	.	.	1	0	6	1

Following part.
Compound	Jurkat tox 60K	HEK293 NFkB inh	Cdc25B inh	ROCK2 blocker	JNK3 blocker	TNAP act mid DEA	MMP-13 inhibitor	PKA inh	DUSP1 inh
COC(=O)c1cnn2c(C(F)(F)F)cc(-c3ccc(F)cc3)nc12	2	7	7	3	5	1	-9	-1	-6
Cn1c(=O)[nH]c(=O)c2c1nc1n2CCCN1CCc1ccccc1	-1	10	1	8	5	0.9	-5	5	-12
O=C(CSc1nnc(SCC(=O)c2ccco2)s1)c1ccco1	5	7	-2	4	-1	.	3	6	21
O=C(c1cccc2ccccc12)N1CCN(c2ccccc2F)CC1	-12	15	-2	-1	5	0.9	4	-3	0
COc1ccc(-n2nnc3c(=O)n(CC(=O)N4CCCC4)cnc32)cc1	-8	24	-11	5	3	0.9	-4	2	11
COc1ccc(CNC(=O)C2CSC(=O)C2)cc1 (configuration not stated)	-3	14	-3	-2	6	0.9	-5	5	-10
